USP10 block: inhibitors of human USP10 deubiquitinase; hit rate 1.1% among 47,000; purified USP10, Ub-rhodamine fluorescence, 60 min; Q14694; inhibition, % at 20 µM
USP7 inh: inhibitors of human USP7 deubiquitinase; Q93009; hit rate 0.3% among 47,000; inhibition, % at 20 µM; AID 1645854; purified USP7, Ub-rhodamine cleavage fluorescence
USP17 block: inhibitors of human USP17 deubiquitinase; A8MUK1; hit rate 6.5% among 47,000; inhibition, % at 50 µM; AID 1645855; purified USP17, Ub-rhodamine cleavage fluorescence, 3 h
UCHL1 inh: human UCHL1 deubiquitinase inhibition; P09936; purified UCHL1, Ub-rhodamine cleavage fluorescence; hit rate 0.2% among 47,000; inhibition, % at 20 µM
Target sequence (P09936 whole entry, looked up): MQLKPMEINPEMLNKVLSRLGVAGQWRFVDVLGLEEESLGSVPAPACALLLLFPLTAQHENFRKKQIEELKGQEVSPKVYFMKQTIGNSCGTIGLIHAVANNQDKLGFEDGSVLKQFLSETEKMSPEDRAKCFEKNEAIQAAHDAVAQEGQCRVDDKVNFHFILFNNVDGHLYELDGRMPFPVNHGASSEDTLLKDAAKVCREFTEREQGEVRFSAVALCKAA
USP28 inh: blocks human USP28 ubiquitin-rhodamine cleavage | purified USP28, Ub-rhodamine cleavage fluorescence, 30 min | Q96RU2 | inhibition, % at 25 µM | hit rate 3% among 47,000 | AID 1645857
USP30 block: blocks human USP30 ubiquitin-rhodamine cleavage | inhibition, % at 25 µM | purified USP30, Ub-rhodamine cleavage fluorescence | Q70CQ3 | hit rate 5.3% among 47,000
Target sequence (Q70CQ3 whole entry, looked up): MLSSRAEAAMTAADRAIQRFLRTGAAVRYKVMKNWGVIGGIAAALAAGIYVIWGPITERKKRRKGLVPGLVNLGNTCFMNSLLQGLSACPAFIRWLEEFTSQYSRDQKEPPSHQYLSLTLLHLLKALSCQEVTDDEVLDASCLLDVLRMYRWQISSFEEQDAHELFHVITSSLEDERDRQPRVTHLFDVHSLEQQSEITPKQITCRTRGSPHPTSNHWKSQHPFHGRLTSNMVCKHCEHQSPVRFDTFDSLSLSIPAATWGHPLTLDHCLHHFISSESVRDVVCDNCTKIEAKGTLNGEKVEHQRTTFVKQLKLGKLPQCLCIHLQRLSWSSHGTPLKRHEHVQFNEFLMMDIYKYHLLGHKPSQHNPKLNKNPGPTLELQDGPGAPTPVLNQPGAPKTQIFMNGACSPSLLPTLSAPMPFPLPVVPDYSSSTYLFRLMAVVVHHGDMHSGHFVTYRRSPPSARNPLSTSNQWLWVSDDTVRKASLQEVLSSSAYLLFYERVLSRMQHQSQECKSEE
OTUD3 inh: blocks human OTUD3 ubiquitin-rhodamine cleavage; Q5T2D3; purified OTUD3, Ub-rhodamine fluorescence, 2 h; inhibition, % at 25 µM; hit rate 0.7% among 47,000; AID 1645858
USP8 block: inhibitors of human USP8 deubiquitinase; P40818; purified USP8, Ub-rhodamine cleavage fluorescence, 30 min; inhibition, % at 20 µM; hit rate 4.2% among 47,000; AID 1645853
* marks the source's active call; other numbers are inactive results; i = inactive; . = no result given. No stated cut-off is given here; in the data, active means inhibition above about 30%; inactive means the rest.

USP10 block	USP7 inh	USP17 block	UCHL1 inh	USP28 inh	USP30 block	OTUD3 inh	USP8 block	SMILES
2	3	-1	1	0	12	-1	0	Cc1ccc(Cn2nccc2NC(=O)c2cc(=O)c3ccccc3o2)cc1
-7	-5	2	-3	-38	-140	-25	-33	Cc1ccc2nc(NC(=O)c3cc4c(cc3[N+](=O)[O-])OCCO4)sc2c1
6	3	24	5	23	2	12	20	O=S(=O)(NCCC1=CCCCC1)c1ccccc1C(F)(F)F
1	-15	-1	0	-3	-8	-4	1	CCn1c(C(=O)O)c(CNCc2cccc(Cl)c2)c2ccc(OC)cc21
5	8	1	5	22	65*	21	62*	COc1cc(OC)cc(-c2nc(-c3cn(-c4cccc(F)c4)nn3)no2)c1
-1	-4	-9	-5	-9	-9	-5	8	CCn1nc(NS(=O)(=O)c2ccc(OC)cc2)c2cc3ccccc3nc21
38*	-18	4	1	47*	33*	6	4	CC(C)=CCC/C(C)=C/COc1ccc(/C=C2\C(=O)N(O)[C@@H](C)C(=O)N2O)cc1
-3	-8	-10	-1	-7	0	-5	0	Cn1c(=O)c(N2CCN(C(=O)CCC3CCCCC3)CC2)nc2ccncc21
1	1	-22	1	15	14	13	-26	Cc1nc2ccc(S(=O)(=O)CCC(=O)Nc3ccc(C)c(F)c3)cc2s1
6	1	6	1	6	13	10	-4	CCc1cccc(C)c1NC(=O)c1cc(-c2ccccn2)nc2ccccc12
-1	1	15	0	9	29	16	7	CC(=O)N1c2ccccc2O[C@@H]2C[C@@H](NC(=O)CN3CCCCC3)[C@@H](O)[C@@H]21
-4	1	-7	-3	-16	-45	-5	-1	CCN(CC)c1nc2ccccc2nc1C(=O)Nc1ccc(N2CCOCC2)cc1
10	11	2	7	2	4	10	0	COc1cc(OC)nc(N2CCN(C(=O)c3ccccc3NC(=O)c3ccc(C(C)(C)C)cc3)CC2)n1
-10	-27	56*	-4	11	-81	-7	-71	CC1OC2CC(O)C1(O)C1=C2C(=O)c2c(O)c3c(c(O)c2C1=O)[C@H](C)O[C@H]1CC(=O)O[C@@H]31 (stereo partly drawn)
-3	-54	-8	-2	-8	-75	-7	-1	CC1=C(C(=O)Nc2ccccc2C)C2(CCCCCC2)OC1=O
-1	1	-8	-1	-1	-48	0	0	CCOC(=O)c1cccc(N2Cc3cccc(OC)c3OCC2=O)c1
0	4	0	1	3	15	9	5	NC(=O)C1CN(C(=O)c2ccnc(Cc3ccc(F)cc3)c2)C1
0	1	-4	-1	.	.	2	-1	Cc1c(C(=O)N2CCOCC2)cc(-c2ccccc2)n1C
2	1	0	3	15	18	19	-97	Cc1cc(C)n(CCCNC(=O)c2ccc(Cl)c([N+](=O)[O-])c2)n1
0	3	.	0	-5	-2	-5	0	O=C(N1CCOCC1)N1C2CCC(O)(CC2)C1CN1CCOCC1 (stereo not drawn)
1	-31	1	3	-10	-12	-11	-8	CN1CCN(c2ccccc2NC(=O)C(Sc2ccccc2)c2ccccc2)CC1 (stereo not drawn)
0	0	12	0	5	18	5	10	CC(C)NC(=O)N1CCCCCC1C1CCN(c2ncccc2C#N)CC1 (stereo not drawn)
-10	-13	-55	-5	-77	-251	-66	-16	CCc1ccccc1NC(=O)N1CCC2(C1)Nc1cccnc1NC2=NC(C)(C)C (stereo not drawn)
2	1	13	3	4	-1	2	46*	O=C(CNC1Cc2ccccc2C1)Nc1ccccc1N1CCOCC1
-3	1	-29	-1	-25	-74	-18	-4	O=C(NCC1CC1)C1CCN(c2cnc(N3CCCC3)nc2)CC1
-6	-23	-14	-1	-18	6	-2	-59	Cc1ccccc1C(=O)N/C(=C\c1coc2ccc(Cl)cc2c1=O)C(=O)N1CC2CC(C1)c1cccc(=O)n1C2 (stereo not drawn)
-2	.	-8	0	3	-2	-7	-3	CNC(=O)c1cc2c(Cl)ccc3c2n1CCO3
0	3	0	2	0	17	13	2	O=c1oc(-c2cccs2)ns1
0	0	15	3	8	8	7	4	Cc1oc(-c2ccno2)cc1S(=O)(=O)NCCC1=CCCCC1
14	16	2	3	3	12	-1	47*	CC(=O)Nc1cccc(-c2cnc3sc(NC4CCCCC4)nn23)c1
0	5	11	-1	1	4	5	9	O=C(CS(=O)(=O)c1cn(CC(=O)N2CCOCC2)c2ccccc12)Nc1ccccc1
0	6	-1	1	-2	-6	0	0	Cn1cc(-c2ccccc2NC(=O)Cc2cc(F)cc(F)c2)cn1
5	9	8	5	16	14	7	12	CC(Oc1ccccc1)C(=O)Nc1cccc(-c2noc(C3CC3)n2)c1 (stereo not drawn)
0	3	-1	8	0	-47	-2	32*	COc1ccc(OC)c(NC(=O)Cn2cnc3c(c(C)c(C)n3-c3ccccc3)c2=O)c1
-1	3	-3	2	1	8	-1	1	Cn1c(=O)n(Cc2ccc(OC(F)(F)F)cc2)c2cncnc21
-1	1	-13	0	3	0	0	-61	CCCC(=O)N1CCN(c2cc(Nc3ccc(C)cc3)nc(C)n2)CC1
-6	-17	-85	-7	-52	-226	-52	-124	O=C(Nc1nc2ccc(Cl)cc2s1)C1CC1c1ccccc1 (stereo not drawn)
0	-4	-11	-3	-12	-4	-2	-19	COc1ccccc1-c1nnc(SCCC(=O)O)n1Cc1ccccc1
3	-13	1	2	-2	-4	-4	0	Cn1ncc(C(=O)Nc2ccc(OC(F)(F)F)cc2)c1-n1cccc1
5	72*	74*	73*	80*	7	76*	-18	COc1cc(C)cc2c1C(=O)c1c(cc(O)c(Cl)c1O)C2=O
7	-68	17	3	2	-5	1	0	Cc1cccc(C(=O)NCCc2nc3ccccc3n2Cc2ccccc2F)c1
-6	-7	0	-2	-1	0	0	6	Cc1nn2c(S(=O)(=O)NC3CCCC3)c(C(C)C)nc2s1
58*	57*	70*	56*	29	12	33*	76*	CC1(C)Cc2c(c(-c3ccco3)nc3sc4c(SCCCc5ccccc5)ncnc4c23)CO1
3	7	21	4	2	19	18	22	CC(C)[C@@H](NC(=O)C1(c2ccccc2)CCN(C(=O)[C@H]2CSCN2C(=O)OC(C)(C)C)CC1)C(=O)O
10	2	-5	1	39*	15	2	-10	Cn1c(=O)c2c(-c3cccc(F)c3)c(Nc3ccccc3)oc2n(C)c1=O
-2	1	10	1	.	.	0	0	O=C(NCc1ccc2c(c1)OCO2)[C@@H]1C=CCN1C(=O)C1CC1
0	-1	3	-2	-6	-12	-11	7	Cc1ccnc(Nc2nc(C)c(C(=O)NCc3ccccn3)s2)c1
-1	0	-2	-2	-2	-2	-6	-2	COc1cccc(O[C@@H]2C[C@@H](NC(=O)c3ncoc3C)[C@H](O)[C@H]2O)c1
-9	-10	-46	-8	-48	-125	-30	-103	CC(=O)Nc1cc(-c2cccnc2)cn2c(-c3ccc(S(C)(=O)=O)cc3)cnc12
1	-2	-2	-2	-34	-2	-11	0	Cc1nn(C)c(C)c1CN(C(=O)Cn1cc(C(C)C)nn1)C1CC1

Additional results.
USP10 block	USP7 inh	USP17 block	UCHL1 inh	USP28 inh	USP30 block	OTUD3 inh	USP8 block	SMILES
0	3	0	0	0	1	1	6	COc1cccc(OC)c1C(=O)Nc1ccc(N2CCCCC2)cc1
1	-27	15	2	.	.	1	0	c1cnn(-c2ccc(-c3noc(C4CCC4)n3)cn2)c1
16	11	35*	9	26	18	23	18	O=C(Nc1cccc(C(F)(F)F)c1)c1ccccc1Cc1ccccc1
-2	1	10	0	4	10	5	-126	CC(C)NC(=O)CN1CCCN(c2ncnc3cc(Cl)ccc23)CC1
45*	59*	91*	21	5	0	-8	32*	O=C(CSc1nc2cc(C(F)(F)F)ccc2s1)NCC(=O)c1ccccc1
4	-4	45*	3	11	3	10	17	CCc1ccccc1NC(=O)N1CCC2(CC1)Nc1ccccc1-n1cccc12
-5	-7	-164	-8	-132	i	-115	-22	NC(=O)c1sc(N2CCCCC2)nc1N
-7	6	7	2	11	5	8	9	Cc1cc2n(n1)CCCN2C(=O)CCC(=O)N1CCN(c2ccc(F)cc2)CC1
-2	-15	-47	-14	-50	-162	-31	-63	Cc1cnc(N2CCC3(CC2)CN(Cc2ccccn2)C(=O)CO3)nc1
-5	-14	8	-74	.	.	1	-27	O=c1[nH]c2ccc(Nc3nc4ccccc4n4cnnc34)cc2[nH]1
6	1	29	4	9	16	0	2	COc1ccccc1-c1nc(-c2nnn(-c3ccccc3)c2-c2ccncc2)no1
-3	3	8	-1	8	3	8	8	O=C(O)C1CCCN(Cc2c(-c3ccc4c(c3)OCO4)nc3ncccn23)C1 (stereo not drawn)
49*	-72	63*	37*	27	-10	63*	95*	O=c1[nH]c2ccc(S(=O)(=O)Nc3ccc(O)c4ccccc34)cc2[nH]1
0	-2	9	2	14	16	16	21	COc1cc(Cl)ccc1-c1nc(-c2cccc(C(=O)N3CCCC3)c2)no1
-3	-12	0	-1	6	14	21	10	COc1ccc(NC(=O)CC2C(=O)NCCN2C(=O)Nc2ccccc2OC)cc1 (stereo not drawn)
0	5	3	4	2	33*	2	3	CSc1cccc(NC(=O)CCn2c(=O)c3cccn3c3ccccc32)c1
1	-47	-10	-2	-1	-26	-10	1	CC(C)(CNC(=O)c1ccc(F)cc1)SCc1ccc(F)cc1
0	2	-21	1	-10	2	2	-229	O=C(Nc1cccnc1)C1CC2(CCN(C(=O)CO)CC2)c2ccccc21 (stereo not drawn)
-3	-5	5	1	1	0	3	9	CC(OC(=O)c1c2c(nc3ccccc13)CCC(C(C)(C)C)C2)C(=O)Nc1cccc([N+](=O)[O-])c1 (stereo not drawn)
-5	-3	-8	-4	-18	-37	-14	2	Cc1cc(C)nc(-n2nc(C)c(C#N)c2NC(=O)c2cccc(Cl)c2)n1
-2	0	-11	-4	-7	-5	-14	-27	Cn1nc(C2CCN(C(=O)c3cccc(F)c3)CC2)c2nccnc21
2	1	-15	0	-4	0	-5	-160	COc1cc(N2CCC3(CCN(C(=O)c4cccnc4)CC3)C2)ncn1
2	3	20	0	9	16	13	22	CCc1ccccc1NC(=O)CCc1c(C)nc2c(c1C)c(=O)n(C)c(=O)n2C
-1	0	0	-4	-8	-1	-4	0	O=C1NC2(CCc3ccccc31)CCN(C(=O)c1ccc(F)cc1)C2 (stereo not drawn)
-3	-2	-9	-1	-3	-1	-6	-10	Cc1cccc(N(C(=O)c2ccc(CN3CCOCC3)o2)C(C(=O)NC2CCCCC2)c2ccc(F)cc2)c1 (stereo not drawn)
-5	-5	2	6	3	3	9	-3	CCCn1cnc2nc(CSc3ccccc3NC(=O)C3CCCCC3)cc(=O)n21
-2	-14	.	-4	-5	-18	-6	-10	Cc1ccc(S(=O)(=O)N2C(=O)CCC2C(=O)N2CCC(C)CC2)cc1C (stereo not drawn)
23	29	45*	15	13	43*	2	66*	O=C(c1cc(-c2ccc(Cl)cc2)n[nH]1)N1CCN(c2ccccn2)CC1
10	-9	26	4	18	39*	27	24	O=S(=O)(NCCc1nc(-c2ccc(Cl)cc2)no1)c1ccc(F)cc1
3	-10	-23	5	18	4	-5	10	COc1ccccc1-c1nn(Cc2ccccc2)cc1C(=O)N1CCCc2ccccc21
1	0	-15	0	-11	30	2	-14	C[C@]12C(=O)N(c3ccccc3C(=O)NCCc3ccccc3F)C(=O)N1CCc1c2[nH]c2ccccc12
-1	1	-1	0	3	-2	2	-3	CN1CCCC[C@]2(C[C@H](CO)[C@H](c3ccccc3)N2S(=O)(=O)c2ccccc2)C1=O
5	5	25	3	52*	49*	43*	5	O=C(Nc1ccc(-c2cn3ccccc3n2)cc1)C1C=C2C=C(Br)C=CC2OC1=O (stereo not drawn)

Already shown: an excerpt of the list.
USP10 block	USP7 inh	USP17 block	UCHL1 inh	USP28 inh	USP30 block	OTUD3 inh	USP8 block	SMILES
2	3	20	0	9	16	13	22	CCc1ccccc1NC(=O)CCc1c(C)nc2c(c1C)c(=O)n(C)c(=O)n2C
-1	0	0	-4	-8	-1	-4	0	O=C1NC2(CCc3ccccc31)CCN(C(=O)c1ccc(F)cc1)C2 (stereo not drawn)
-3	-2	-9	-1	-3	-1	-6	-10	Cc1cccc(N(C(=O)c2ccc(CN3CCOCC3)o2)C(C(=O)NC2CCCCC2)c2ccc(F)cc2)c1 (stereo not drawn)
-5	-5	2	6	3	3	9	-3	CCCn1cnc2nc(CSc3ccccc3NC(=O)C3CCCCC3)cc(=O)n21
-2	-14	.	-4	-5	-18	-6	-10	Cc1ccc(S(=O)(=O)N2C(=O)CCC2C(=O)N2CCC(C)CC2)cc1C (stereo not drawn)
23	29	45*	15	13	43*	2	66*	O=C(c1cc(-c2ccc(Cl)cc2)n[nH]1)N1CCN(c2ccccn2)CC1
10	-9	26	4	18	39*	27	24	O=S(=O)(NCCc1nc(-c2ccc(Cl)cc2)no1)c1ccc(F)cc1
3	-10	-23	5	18	4	-5	10	COc1ccccc1-c1nn(Cc2ccccc2)cc1C(=O)N1CCCc2ccccc21
1	0	-15	0	-11	30	2	-14	C[C@]12C(=O)N(c3ccccc3C(=O)NCCc3ccccc3F)C(=O)N1CCc1c2[nH]c2ccccc12
-1	1	-1	0	3	-2	2	-3	CN1CCCC[C@]2(C[C@H](CO)[C@H](c3ccccc3)N2S(=O)(=O)c2ccccc2)C1=O
5	5	25	3	52*	49*	43*	5	O=C(Nc1ccc(-c2cn3ccccc3n2)cc1)C1C=C2C=C(Br)C=CC2OC1=O (stereo not drawn)

Screening results (PubChem BioAssay)
